Bioassay records deposited in PubChem by several laboratories.
Autophagy HCS = alters autophagy in cells; 190,000 compounds, 0.98% hits; MEF GFP-LC3 puncta imaging; test concentration mostly 10 µM; calls only at 10 µM (by protocol); AID 463193;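 active = percentage of spot-positive cells more than 3 SD above its plate mean, without a fluorescence outlier flag or 80% toxicity; inconclusive = no clear call, values can overlap the other calls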;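 note: spot-positive cell cutoff set from DMSO-treated cells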
Dynein cargo inh = dynein cargo transport inhibition; 3617.4 mouse cells, GR-EGFP nuclear translocation imaging; test concentration mostly 20 µM; stimulated with dexamethasone, 1 µM; hits give low values; z-score, hits read low; 220,000 compounds, 0.47% hits; AID 1381;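 active = plate z-score of nuclear minus cytoplasmic receptor signal below a set negative limit, without overly bright fluorescence or cell loss, cut at about -3.5 in these data, passing the limit was not always enough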;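 note: z-score of nuclear minus cytoplasmic ring GR-EGFP intensity difference per well; some compounds called inactive have numbers as strong as hits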
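Also added: dexamethasone, 1.0 µM final. Medium: tet-free, stripped-serum medium. Detection: fixed, Hoechst-stained cells imaged at 10x for EGFP. Read-out: nuclear-to-cytoplasmic GR-EGFP distribution per well. Times: induction 48 h, compound 1 h, agonist 30 min.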
bCat nuc transl = modulators of beta-catenin nuclear translocation | HeLa beta-catenin nuclear translocation, immunofluorescence imaging | nuclear translocation activity, % at 5 µM | 190,000 compounds, 0.3% hits;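 active = nuclear translocation activity above 50% at 5 µM, with a well cell count of 50 or more; inconclusive = wells under 50 cells across six images, flagged as toxic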;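 note: per-cell ratio of nuclear to cytoplasmic median beta-catenin stain intensity; plate controls were DMSO negative control for no effect and GSK-3 inhibitor IX positive control for full effect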
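System: HeLa cells, endogenous beta-catenin; compound dosing: 5 µM primary single dose, 0.1% DMSO, 0.02–20 µM confirmation series; incubation: 24 h compound exposure at 37°C, 5% CO2; signal: beta-catenin immunofluorescence imaging with DAPI; evaluation: % activation, nuclear-to-cytoplasmic median beta-catenin signal ratio per cell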
XIAP displacement = small molecules displacing peptide from XIAP – biochemical, IAP family, fluorescence polarization (AID 1018). 200,000 compounds, 0.007% hits. displacement, % at 20 µM, or IC50 in µM where a hit was titrated. XIAP BIR domain, fluorescence polarization peptide displacement; higher % means a stronger effect; in the data active = displacement above about 50%; note: a part of the inactive calls stands beside numbers as strong as those of hits
ER stress rescue = rescue of cells from ER stress-induced death, primary screen, 384-well, CSM14.1, thapsigargin, ATP luminescence (AID 1222) | CSM14.1 thapsigargin-induced death rescue, ATP luminescence; higher % means a stronger effect | one-dose cellular ATP content (survival), % at 20 µM; EC50 in µM for titrated hits | 190,000 tested, under 10 active;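 active = EC50 below 50 µM in the dose-response confirmation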;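 note: death triggered by thapsigargin at about 15 µM added after 2 h compound pretreatment; cell ATP read after overnight thapsigargin exposure of roughly 18 to 22 hours; normalized against plate controls of thapsigargin alone and 5% DMSO vehicle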
Insulin prom up = MIN6 insulin promoter up-regulation | MIN6 insulin promoter-GFP reporter, high-content imaging; hits give high values | z-score at 5 µM | 190,000 compounds, 0.3% hits | AID 1625;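 active = z-score above 3 at 5 µM with at least 500 cells counted in the well; inconclusive = wells under 500 cells, flagged as cytotoxic or low count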
Lipid droplet = modulators of hepatic lipid droplet formation. AML12 mouse hepatocytes, oleate lipid droplets, BODIPY imaging. inhibition, % at 6.5 µM. 240,000 compounds, 0.4% hits. AID 1656;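 active = lipid droplet intensity inhibited by at least 50%, with more than 500 cells counted; inconclusive = wells with under 300 cells, treated as cytotoxic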
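Assay system: AML12 mouse liver cells | Compound: 6.5 µM single-point dosing | Schedule: Overnight exposure | Technique: Fluorescence imaging, 20x objective, two fields per well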
MT stabilize HCS = microtubule stabilizers in HeLa cells; 200,000 compounds, 0.83% hits; % tubulin-high responders, % at 10 µM; AID 2205; HeLa tubulin immunostaining HCS, 24 h; share of cells brighter than vehicle mean+2SD;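 active = plate Z-score above 3 for both tubulin-high and condensed-nucleus cell shares, with cell loss under 80%, at 10 µM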;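 note: anti alpha tubulin signal scored within the nucleus-defined area of each cell; some results filed as inactive read as strong as hits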
WT yeast gro inh = growth inhibition of WT yeast, mitochondrial fusion screen; mitochondrial fusion phenotypic screen, WT strain; inhibition, % at 10 µM; AID 1362; 190,000 compounds, 2.1% hits; in the data active = inhibition above about 58%; tested in S. cerevisiae
WT yeast gro inh mutant strain = further read-out of WT yeast gro inh, marked with its call; inhibition, %; mitochondrial fusion phenotypic screen, mutant strain inhibition
Dynein cargo inh cytoplasmic EGFP = recorded beside Dynein cargo inh, whose call it bears; z-score; measured here: cytoplasmic GR-EGFP intensity; hits give high values
Dynein cargo inh nuclear GR-EGFP = recorded beside Dynein cargo inh, whose call it bears; z-score; measured here: nuclear GR-EGFP intensity;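 lower value marks the stronger effect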
Dynein cargo inh cell count = recorded beside Dynein cargo inh, whose call it bears; z-score; measured here: cell count per field
Insulin prom up cell count = recorded beside Insulin prom up, whose call it bears; cell count; measured here: cytotoxicity, nuclei count;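 total cells summed across four imaged fields per well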
Lipid droplet cells 6.5 µM = second read-out of Lipid droplet, no call of its own (marks repeat the call); cell count; measured here: cell count, cytotoxicity flag;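 cells counted across two imaged fields per well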
bCat nuc transl cell count 5 µM = second read-out of bCat nuc transl, no call of its own (marks repeat the call); cell count; measured here: cell count, cytotoxicity flag
MT stabilize HCS Hoechst-high % = second read-out of MT stabilize HCS, no call of its own (marks repeat the call); % Hoechst-high responders; measured here: nuclear condensation Hoechst responders;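 share of cells brighter than vehicle mean plus two SD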
MT stabilize HCS cytotoxicity % = second read-out of MT stabilize HCS, no call of its own (marks repeat the call); toxicity, %; measured here: cytotoxicity by cell density;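 0% = mean cell density of plate MIN control wells and 100% = no cells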
Autophagy HCS cell loss 18 h = recorded beside Autophagy HCS, whose call it bears; toxicity, %; measured here: cell loss, nuclei count;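 cell loss after 18 h compound exposure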
An asterisk follows results filed as active; i = inactive; u = inconclusive; x = not tested or not shown.

SMILES | Autophagy HCS | Autophagy HCS cell loss 18 h | Dynein cargo inh | Dynein cargo inh cytoplasmic EGFP | Dynein cargo inh nuclear GR-EGFP | Dynein cargo inh cell count | bCat nuc transl | bCat nuc transl cell count 5 µM | XIAP displacement | ER stress rescue | Insulin prom up | Insulin prom up cell count | Lipid droplet | Lipid droplet cells 6.5 µM | MT stabilize HCS | MT stabilize HCS Hoechst-high % | MT stabilize HCS cytotoxicity % | WT yeast gro inh | WT yeast gro inh mutant strain
CCSc1nnc(-c2ccc(S(=O)(=O)NCc3cccs3)cc2)o1 | i | 4 | -0.13 | -0.17 | 0.033 | -0.52 | -3.2 | 919 | -4.3% | -1.5% | 0.5 | 1194 | x | x | 1.6 | 1.4 | 8.6 | -4 | 27
COc1ccc(C(=O)NCC(=O)NC2=NCCS2)cc1 | x | x | -0.085 | -0.15 | 0.24 | -0.61 | 1.5 | 1082 | 0.5% | x | -1.2 | 1711 | -1 | 700 | 3.8 | 2.7 | 8.5 | 1 | -2
CCC(C)NC(=O)Nc1ccccc1C (stereo not drawn) | i | -39 | 0.4 | -0.28 | 0.0037 | 0.57 | -2.2 | 1181 | -12% | 2.7% | -1.9 | 825 | 2 | 723 | 4.3 | 2.4 | 6.8 | 4 | 5
COCC(C)n1c(SCC(=O)N2CCCCC2)nc2ccccc2c1=O (stereo not drawn) | i | -4 | -0.41 | -0.17 | 0.62 | 0.26 | -5.8 | 962 | -1.2% | x | -0.48 | 1128 | x | x | 3.3 | 1.9 | 4.2 | -1 | 6
CCc1ccc2[nH]c(=O)c(CN(Cc3ccccc3OC)C(=O)Nc3ccccc3OC)cc2c1 | i | 3 | -0.41 | 0.1 | 0.1 | -0.12 | -2.1 | 1198 | 0.3% | 1.7% | -0.74 | 973 | 20 | 760 | 4.0 | 2.0 | 6.3 | 21 | 7
COC(CNC(=S)Nc1ccc([N+](=O)[O-])cc1)OC | i | 7 | -0.68 | -0.23 | -0.25 | 0.71 | -1.0 | 544 | -4.3% | 0.3% | 0.2 | 1289 | -26 | 637 | 1.4 | 2.9 | 8.9 | -3 | 11
COCc1ccc(C(=O)Nc2ccc(C(=O)O)cc2)o1 | x | x | 0.068 | -0.2 | 0.55 | 0.039 | 1.0 | 1217 | x | x | 1.1 | 995 | 0 | 693 | x | x | x | x | x
COc1nc(-c2ccc(C)cc2)ccc1-c1noc(-c2ccco2)n1 | i | -2 | 1.7 | -0.43 | 0.51 | -0.43 | -2.9 | 1024 | -11% | 0.9% | x | x | x | x | 3.9 | 1.3 | 5.0 | -1 | 6
Cc1ccc(-c2c[n+](Cc3cccc(Cl)c3)c3n2CCC3)cc1 | x | x | -0.32 | -0.23 | 0.45 | -0.57 | 0.5 | 1285 | x | x | u | x | -7 | 738 | x | x | x | x | x
Nc1ncncc1-c1ccc(Cl)cc1 | x | x | -0.99 | -0.28 | 0.13 | 0.59 | -0.2 | 1284 | x | x | -0.34 | 1077 | -8 | 681 | x | x | x | x | x

Continued, starting with the last three of the part before.
SMILES | Autophagy HCS | Autophagy HCS cell loss 18 h | Dynein cargo inh | Dynein cargo inh cytoplasmic EGFP | Dynein cargo inh nuclear GR-EGFP | Dynein cargo inh cell count | bCat nuc transl | bCat nuc transl cell count 5 µM | XIAP displacement | ER stress rescue | Insulin prom up | Insulin prom up cell count | Lipid droplet | Lipid droplet cells 6.5 µM | MT stabilize HCS | MT stabilize HCS Hoechst-high % | MT stabilize HCS cytotoxicity % | WT yeast gro inh | WT yeast gro inh mutant strain
COc1nc(-c2ccc(C)cc2)ccc1-c1noc(-c2ccco2)n1 | i | -2 | 1.7 | -0.43 | 0.51 | -0.43 | -2.9 | 1024 | -11% | 0.9% | x | x | x | x | 3.9 | 1.3 | 5.0 | -1 | 6
Cc1ccc(-c2c[n+](Cc3cccc(Cl)c3)c3n2CCC3)cc1 | x | x | -0.32 | -0.23 | 0.45 | -0.57 | 0.5 | 1285 | x | x | u | x | -7 | 738 | x | x | x | x | x
Nc1ncncc1-c1ccc(Cl)cc1 | x | x | -0.99 | -0.28 | 0.13 | 0.59 | -0.2 | 1284 | x | x | -0.34 | 1077 | -8 | 681 | x | x | x | x | x
Cc1ccc2nc(-c3ccccc3Cl)cc(C(=O)Nc3cc(C)on3)c2c1 | i | 2 | 0.41 | -0.19 | 0.47 | -1.1 | 2.4 | 1151 | -8.9% | -6.2% | 0.34 | 1174 | 1 | 758 | 0.9 | 2.4 | 4.3 | 8 | 13
CC1=N/C(=C\c2ccc(OC(C)C)cc2)C(=O)N1c1ccc(C(=O)O)cc1 | i | 7 | 0.38 | -0.25 | 0.57 | -0.34 | -0.6 | 1029 | -0.6% | -3.1% | -0.09 | 1305 | -6 | 612 | 2.4 | 2.6 | 3.2 | -12 | 19
CC/C(C)=N\N=C\c1c(O)n(CC)c2cc(C3=NNC(=O)CC3)ccc12 | i | -3 | 0.032 | -0.15 | -0.026 | -1.1 | -0.2 | 1180 | -3.2% | -0.2% | x | x | 8 | 675 | 5.2 | 2.4 | 4.5 | -6 | 3
Cn1cnnc1SC(C(=O)Nc1cc(Cl)cc(Cl)c1)c1ccccc1 (stereo not drawn) | i | 0 | 0.29 | -0.13 | 0.42 | 0.26 | -3.3 | 1174 | -1.7% | -2.6% | 0.05 | 1922 | -1 | 675 | 5.2 | 2.3 | 7.7 | -9 | 11
COc1ccc(C(=O)C(C)OC(=O)c2cccc(S(=O)(=O)Nc3cc(Cl)c(OC)cc3OC)c2)cc1 (stereo not drawn) | i | 18 | 0.1 | -0.3 | -0.29 | -0.17 | -4.4 | 525 | -4.4% | -2.3% | -0.6 | 1144 | 1 | 626 | 3.1 | 5.8 | 13 | 0 | -10
O=C(COC(=O)CSc1ccc2ccccc2c1)NCc1ccc2c(c1)OCO2 | i | 14 | -0.57 | -0.24 | 0.27 | 0.21 | -0.6 | 564 | -6.3% | -3.6% | 0.23 | 1294 | -10 | 621 | 3.3 | 2.0 | 9.2 | -19 | -1
COc1ccc(C(=O)NC(CC(C)C)C(=O)O)cc1OC (stereo not drawn) | i | -10 | -0.72 | 0.12 | -0.24 | 0.77 | x | x | -7.8% | 0.0% | 0.37 | 857 | 3 | 836 | 1.7 | 1.4 | 4.2 | -10 | -10
CC1CN(C(=O)CSc2nnc3c(Cl)cc(Cl)cn23)CC(C)O1 (stereo not drawn) | i | -4 | -0.7 | -0.26 | -0.2 | 1.1 | -2.0 | 1247 | -1.2% | 0.4% | 0.07 | 702 | -12 | 724 | 1.4 | 0.9 | 6.5 | 18 | 15
Cc1ccc(SCC(=O)N=C2NC(=O)CS2)cc1 | i | 5 | 0.92 | -0.11 | 0.52 | -0.58 | 0.3 | 1078 | -8.0% | -5.2% | -0.39 | 1063 | -2 | 715 | 2.9 | 0.8 | 5.8 | -16 | 1
CNc1nc(Nc2ccc(C(C)=O)cc2)nc(OC(C(F)(F)F)C(F)(F)F)n1 | i | 2 | 1.7 | -0.29 | 0.87 | -0.1 | 2.1 | 1415 | -0.3% | -1.7% | -1.5 | 1539 | x | x | 3.6 | 2.2 | 8.5 | 25 | 27
c1cc(-c2noc(CCC3CCCC3)n2)ccn1 | i | 9 | -0.39 | -0.24 | -0.13 | -0.28 | 0.9 | 1030 | -0.5% | -1.5% | 0.07 | 1227 | -4 | 798 | 3.5 | 2.0 | 7.2 | 0 | 10
O=C(CCSCCc1ccccn1)Nc1cc(F)ccc1F | i | -3 | -0.24 | -0.15 | -0.14 | 0.44 | -2.9 | 590 | -18% | -0.8% | 0 | 1331 | 5 | 687 | 2.3 | 2.7 | 5.7 | 1 | 6
Cc1cc(C(=O)CSc2nnnn2-c2ccc(Cl)cc2)c(C)n1CC1CCCO1 (stereo not drawn) | i | 1 | 0.011 | 0.15 | -0.061 | -0.047 | 0.5 | 1088 | -0.2% | -1.6% | -0.29 | 1935 | -18 | 630 | 3.6 | 1.6 | 14 | 8 | 0
O=C(CSc1ccc2ccccc2n1)NCc1ccc2c(c1)OCO2 | i | 6 | -0.99 | -0.17 | -0.51 | 1.9 | 1.1 | 1116 | -10% | x | -0.38 | 951 | 20 | 738 | 9.9 | 1.1 | 8.1 | 7 | 17
O=C(Cn1cc([N+](=O)[O-])cn1)NCC1CCCO1 (stereo not drawn) | i | 6 | -0.38 | -0.29 | -0.53 | 0.26 | x | x | -20% | -2.6% | 0 | 1371 | 16 | 615 | 3.5 | 2.3 | 7.8 | -1 | 10
COCCCn1c(Cc2csc(Nc3cccc(Cl)c3)n2)nnc1SCC(=O)OC1CCCCC1 | i | -4 | 1 | -0.14 | -0.053 | -0.18 | -3.1 | 1406 | -6.4% | 1.9% | 1.5 | 1559 | x | x | 2.5 | 1.0 | 4.9 | 12 | -10
CC(C)Cc1cc(C(=O)Nc2c(F)cc(F)cc2Br)no1 | x | x | 1.3 | 0.14 | 1.2 | -1.6 | -2.0 | 1175 | -3.7% | x | 0.78 | 1887 | -13 | 640 | 5.3 | 2.0 | 6.0 | 12 | -7
CCC(=O)NNC(=S)NC(=O)c1ccc(C)cc1 | i | -3 | 0.13 | -0.25 | 0.63 | -0.29 | -3.3 | 1045 | -6.6% | 2.2% | -0.07 | 1610 | 8 | 691 | 3.2 | 2.3 | 3.7 | 26 | 0

Hits appear at their usual frequency; 4% or so of the library scored in one or more.
